Bioassay records deposited in PubChem BioAssay by National Center for Advancing Translational Sciences (NCATS).
PLK1 PBD inh: blocks phosphopeptide binding to human PLK1 polo-box domain. Potency, µM, for the others: max response, negative = inhibition, usual class: inhibitors. Plk1 PBD binding of FITC phosphopeptide, fluorescence polarization. 360,000 compounds, 2.8% hits. P53350. AID 720504; also: potency is read from the fitted curve at half-maximal effect; series mostly up to about 57 µM; % is scaled to controls: 0 for no effect and ±100 for the full control effect; nearly all actives have a fitted effect of over 65% in size
Target sequence (P53350 whole entry, looked up, the tested form may be a part): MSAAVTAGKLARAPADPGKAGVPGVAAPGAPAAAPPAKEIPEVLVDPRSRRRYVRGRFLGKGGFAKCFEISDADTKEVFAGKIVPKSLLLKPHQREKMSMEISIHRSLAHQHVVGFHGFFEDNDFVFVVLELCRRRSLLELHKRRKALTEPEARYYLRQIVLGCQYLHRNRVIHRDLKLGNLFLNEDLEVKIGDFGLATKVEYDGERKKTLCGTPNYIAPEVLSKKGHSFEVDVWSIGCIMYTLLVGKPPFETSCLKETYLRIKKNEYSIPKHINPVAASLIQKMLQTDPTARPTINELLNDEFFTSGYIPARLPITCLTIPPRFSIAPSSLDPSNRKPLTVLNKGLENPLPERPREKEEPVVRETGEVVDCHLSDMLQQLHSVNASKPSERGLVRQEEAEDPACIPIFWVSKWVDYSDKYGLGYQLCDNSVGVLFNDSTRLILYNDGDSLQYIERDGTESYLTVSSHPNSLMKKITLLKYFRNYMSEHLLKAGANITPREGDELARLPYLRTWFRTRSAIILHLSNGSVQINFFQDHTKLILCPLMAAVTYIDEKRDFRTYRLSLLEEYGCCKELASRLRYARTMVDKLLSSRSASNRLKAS
EPAC2 antag: blocks human EPAC2 exchange factor; Potency, µM (series often up to 114 µM), without a hit: at the highest dose activity, negative = inhibition, usual class: inhibitors; Q8WZA2; AID 720708; EPAC2 GEF exchange of Rap1B-BODIPY-GDP, fluorescence; 360,000 compounds, 0.18% hits; also: potency is read from the fitted curve at half-maximal effect; % is scaled to controls: 0 for no effect and ±100 for the full control effect; nearly all actives have a fitted effect of over 45% in size; many of its hits are not listed in these tables
CCT modulator: modulators of cytosolic chaperonin (CCT/TRiC) activity; 360,000 compounds, 0.3% hits; activity change, % (no concentration beside the values), hits read low; purified chaperonin ATPase assay, HTRF ADP detection, 30 min; AID 651819; in the data active = activity change below about -30%; also: % is scaled to controls: 0 for no effect and ±100 for the full control effect
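ATPase activity: ADP formed was measured by HTRF Transcreener (665/615 nm ratio) after 30 min at 37 deg C with 10 uM ATP. Compounds screened at one 76 uM concentration against 40 or 20 nM TRiC in Tris pH 7.4/KCl/MgCl2/DTT buffer.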
EPAC1 antag: blocks human EPAC1 exchange factor | AID 720709 | O95398 | 360,000 compounds, 0.14% hits | Potency, µM (highest dose often 115 µM), inactives show at the highest dose activity change, negative = inhibition, usual class: inhibitors | EPAC1 GEF assay, Rap1b-BODIPY-GDP exchange fluorescence;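 also: potency is read from the fitted curve at half-maximal effect; plate controls were vehicle for no effect and positive control for full effect; nearly all actives have a fitted effect of over 50% in size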
EPAC1 ag: EPAC1 (human) agonism | O95398 | EPAC1 agonist qHTS, biochemical assay; response scale: 100% = response to 6.5 mM cAMP | Potency, µM (highest dose often 154 µM), for inactives: top-dose activation, usual class: activators | 360,000 compounds, 0.073% hits; also: potency is read from the fitted curve at half-maximal effect; nearly all actives have a fitted effect of over 60% in size
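EPAC1 100 nM, Rap1B–BODIPY-GDP 250 nM, unlabeled GDP 50 uM; compound titration; 5 min RT; kinetic read ex480/em540 at 5-min intervals ×30 min; data normalized to 6.5 mM cAMP agonist control.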
MmCpn inh: inhibitors of Methanococcus maripaludis chaperonin (MmCpn). purified Mm-Cpn ATPase, ADP Transcreener TR-FRET. Potency, µM (top dose mostly 76.9 µM), for inactives: top-dose activity, negative = inhibition, actives largely listed as inhibitors. 330,000 compounds, 0.031% hits. AID 504842; also: potency is read from the fitted curve at half-maximal effect; % is scaled to controls: 0 for no effect and ±100 for the full control effect; nearly all actives have a fitted effect of over 80% in size
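Purified archaeal chaperonin (25 nM final) was preincubated with compound for 10 min at 37°C, then ATP (10 uM final) was added for 30 min at 37°C in Tris pH 7.4/KCl/MgCl2/DTT buffer. ADP was quantified by HTRF Transcreener TR-FRET.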
PI5P4K alpha inh: PI5P4K alpha (human) kinase inhibition; P48426; 330,000 compounds, 1.2% hits; PI5P4Kalpha enzyme, ADP-Glo luminescence, 60 min; hits give low values; AID 652105; max response, %; active = max response of -50% or lower; inconclusive = between -30% and -50%; inactive = -30% or higher; also: value at the top dose of about 77 µM; % is scaled to controls: 0 for no effect and ±100 for the full control effect
Target sequence (P48426 whole entry, looked up): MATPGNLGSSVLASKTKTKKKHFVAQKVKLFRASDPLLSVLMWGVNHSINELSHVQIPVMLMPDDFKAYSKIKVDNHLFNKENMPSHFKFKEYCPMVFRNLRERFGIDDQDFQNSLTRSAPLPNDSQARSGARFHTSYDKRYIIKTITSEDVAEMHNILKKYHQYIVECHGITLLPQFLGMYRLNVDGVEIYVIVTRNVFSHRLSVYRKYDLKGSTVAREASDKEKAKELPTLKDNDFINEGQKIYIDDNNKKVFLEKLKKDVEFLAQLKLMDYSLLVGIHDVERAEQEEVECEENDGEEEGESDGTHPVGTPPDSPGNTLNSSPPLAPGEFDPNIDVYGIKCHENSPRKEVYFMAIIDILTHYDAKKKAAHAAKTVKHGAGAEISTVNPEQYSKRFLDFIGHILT
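Controls without substrate or without enzyme flank wells where PI5P4Kalpha converts substrate using 5 microM ATP (final). Incubation lasts 60 minutes at room temperature; ADP formed is read by ADP-Glo luminescence.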
WRN helicase inh: blocks human WRN helicase | 360,000 compounds, 0.46% hits | AID 651768 | Potency, µM (titrated, usually from 114 µM), for inactives: at the highest dose activity change, negative = inhibition, usual class: inhibitors | WRN helicase unwinding, fluorescent forked duplex, kinetic; also: potency is read from the fitted curve at half-maximal effect; % is scaled to controls: 0 for no effect and ±100 for the full control effect; nearly all actives have a fitted effect of over 55% in size
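Enzyme (20 nM final) and test compound sit together 15 min at room temperature before substrate addition. Substrate is a single-forked duplex oligonucleotide (100 nM) labelled with fluorophore and quencher, with 2 mM ATP; helicase unwinding raises red fluorescence, read kinetically.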
* = called active by the depositor; ? = inconclusive; · = no result given; [ ] = remark or other dose. Unless noted, calls follow the shape of the dose curve; as a rule, active = well fitted curve in the direction sought with a large enough effect; inconclusive = small, poorly fitted or top-dose-only effect, or another doubt; inactive = no such curve, though single readings can be large; an effect the other way counts as inactive or inconclusive. Only part of the results is shown (hit frequency here may not be typical).

Under each structure – EPAC1 antag	MmCpn inh	WRN helicase inh	EPAC2 antag	PLK1 PBD inh	PI5P4K alpha inh	EPAC1 ag	CCT modulator
CC(C)(C)OC(=O)N1CCN(C(=O)c2[nH]cnc2C(=O)Nc2ccon2)CC1
    ?	0%	-23%	-6%	-5%	2	-1%	1.2
Cc1ccc(OCCSc2nnc(-c3ccncc3)n2C)cc1
    14%	0%	2%	6%	1%	·	-7%	-1.8
CS(=O)(=O)c1ccccc1-c1nnc(NC(=O)Cc2ccccc2)o1
    -11%	-2%	-9%	1%	-8%	-1	-10%	-3.0
COc1ccc(CC(=O)OC(C)C(=O)Nc2c(C)n(C)n(-c3ccccc3)c2=O)cc1OC (centres undefined)
    1%	-2%	-3%	-4%	-1%	-5	8%	-5.1
CCOc1cc(N2CCOCC2)c(OCC)cc1NC(=O)C(NC(=O)c1c(F)cccc1F)C(C)C (centres undefined)
    0%	·	2%	39%[activator]	-11%	-1	10%	-0.9
Cc1cccc(NC(=O)CSc2nnc(CNC(=O)c3cccs3)o2)c1C
    9%	3%	-6%[57.1 µM]	-9%	7%	-1	12%	2.5
CCOC(=O)C1=C(N)OC(C)=C(C#N)C1c1ccco1 (centres undefined)
    3%	-1%	-2%	-1%	-6%	-3	-10%	0.3
COc1ccc(CC(=O)Nc2c(C(N)=O)oc3ccccc23)cc1
    -22%	-2%	1%	-5%	2%	3	10%	0.6
O=C(CCn1c(=O)oc2ccccc21)N1CCN(C(c2ccccc2)c2ccccc2)CC1
    2%	2%	-23%	3%	-4%	3	11%	0.3
OC(COc1ccc(F)cc1)CN1CCN(c2ccccc2F)CC1 (centres undefined)
    13%	1%	0%	4%	-8%	3	2%	-0.5
FC(F)(F)c1cc(Cl)c2nc(-c3ccccc3)c(Cc3cccc(Cl)c3)n2c1
    -13%	·	4%	-15%	5%	9	-7%	0.9
COC(=O)[C@@H](NC(=O)NC1CCCc2ccccc21)C(C)C (some centres undefined)
    0%	0%	-2%	-1%	3%	·	3%	0.2
COc1ccc(C2/C(=C(\O)c3ccc4c(c3)OCCO4)C(=O)C(=O)N2Cc2ccco2)c(OC)c1 (centres undefined)
    -11%	-4%	-10%	1%	-13%	2	0%	-0.9
COc1ccc2sc(N3C(=O)C4CC=C(C)CC4C3=O)nc2c1 (centres undefined)
    -9%	0%	-29%	-19%	-4%	·	5%	-0.9
Cc1ccccc1NC(=O)CC1C(=O)NCCN1C(=O)c1cccc(Cl)c1 (centres undefined)
    -20%	1%	-2%	?	-2%	-4	8%	-0.2
COc1cccc(NC(=O)CC(=O)c2ccc([N+](=O)[O-])cc2)c1
    -8%	?	-1%	-2%	-3%	7	-6%	-1.6
Cc1cc(C)nc(Sc2nc(Cl)nc(N(c3ccccc3)c3ccccc3)n2)n1
    -14%	-2%	?	-4%	13µM*	-27	5%	-1.7
COC(=O)Cn1c(=O)c2c(nc3n2CCCN3Cc2ccccc2)n(C)c1=O
    20%	-3%	1%	-4%	-9%	0	7%	-0.1
N#CC1=C2N=C(N)c3ccccc3N2C2=C(C(=O)CCC2)C1c1ccc(Cl)cc1 (centres undefined)
    -24%	-1%	-5%	?	-14%	3	13%	-1.7
CC1CCN(S(=O)(=O)c2ccc(C(=O)Nc3nnc(C4CC4)o3)cc2)CC1
    -18%	1%	17%	-1%	2%	-6	-22%	-2.4

Structures listed above printed as active in PLK1 PBD inh.
Molecule,EPAC1 antag,MmCpn inh,WRN helicase inh,EPAC2 antag,PLK1 PBD inh,PI5P4K alpha inh,CCT modulator
Cc1cc(C)nc(Sc2nc(Cl)nc(N(c3ccccc3)c3ccccc3)n2)n1,-14%,-2%,?,-4%,13µM*,-27,-1.7

(next part)
Under each structure – EPAC1 antag	MmCpn inh	WRN helicase inh	EPAC2 antag	PLK1 PBD inh	PI5P4K alpha inh	EPAC1 ag	CCT modulator
CCOC(=O)c1cnc2c(CC)cccc2c1NCCN1CCOCC1
    -8%	-1%	-4%	-3%	-16%	-6	9%	-0.1
c1ccc(CSc2ccc(-c3ccccn3)nn2)nc1
    6%	-2%	-6%	-4%	-7%	3	12%	-1.5
CC1(C)Cc2c(sc3c2c(=N)n(Cc2ccco2)c(=O)n3Cc2ccc(Cl)cc2)CO1
    -2%	2%	-13%	-3%	7%	1	-1%	0.1
CCCCC(=O)Nc1ccc(Br)cc1C(=O)O
    9%	-2%	-14%	13%	-3%	·	-3%	1.2
O=C(COc1ccccc1)NCC1(N2CCCCC2)CCCCC1
    -5%	-5%	3%	6%	-6%	-10	-4%	1.2
CCOC(=O)c1c(NC(=O)Cc2cccs2)sc(C)c1C
    -7%	-1%	-18%	-13%	-11%	·	12%	-2.4
CC(=O)NC1=NN(C(C)=O)C(c2ccc(C)cc2)S1 (centres undefined)
    -14%	0%	6%	-1%	-13%	-1	0%	-8.1
N#CCCn1c(O)c(N=NC(=O)CNC(=O)c2cccs2)c2ccccc21
    -3%	-21%	-4%	1%	-5%	-1	7%	-1.7
COc1cccc(CNC(=O)CCCn2ncn3c(cc4occc43)c2=O)c1
    2%	0%	3%	8%	-19%	-1	12%	-0.7
CN1CCc2nc(SCc3ccc(C(C)(C)C)cc3)c(C#N)cc2C1
    -11%	-6%	-14%	-20%	-13%	·	0%	-2.9
Cc1ccc2nc(NC(=O)COC(=O)c3ccncc3)sc2c1
    -21%	0%	2%	8%	-6%	-11	-10%	0.0
Cc1ccc(CNc2ncccc2-c2nc3cc(Cl)ccc3o2)cc1
    12%	3%	11%	5%[57.1 µM]	2%	0	-9%	0.3
Clc1ccccc1OCc1nnc2n1CCCCC2
    -9%	1%	-7%	-13%	-5%	5	7%	-0.5
C[C@H]1CN([C@@H](C)CO)S(=O)(=O)c2ccc(Br)cc2O[C@@H]1CN(C)Cc1cccc(F)c1
    -15%	·	-7%	?	-2%	1	-12%	-0.4
O=C(Cc1csc(-c2cccc(F)c2)n1)Nc1cccc(S(=O)(=O)NC2=NCCC2)c1
    17%	·	-2%	5%	7%	-19	-6%	1.7
Oc1ccc2ccccc2c1CN1CCCCC1
    -11%	·	0%	-9%	-27%	0	2%	-3.4
CCC1(c2ccc(F)cc2)NC(=O)N(CC(=O)Nc2ccccc2Cl)C1=O (centres undefined)
    -10%	1%	-2%	-16%	-1%	5	5%	1.3
CCOC(=O)Cc1csc(NC(=O)c2ccc(NC(C)=O)cc2)n1
    3%	-1%	-8%	7%	-13%	6	-5%	2.0
COC(=O)c1cc(C(=O)CC(C)C)c[nH]1
    -1%	-5%	12%	13%	-9%	4	0%	1.9
CC(C)CN(C(=O)COC(=O)c1ccc2ccccc2n1)C1CCS(=O)(=O)C1 (centres undefined)
    -15%	1%	4%	-1%	-9%	-5	2%	-0.9

Under each structure – EPAC1 antag	MmCpn inh	WRN helicase inh	EPAC2 antag	PLK1 PBD inh	PI5P4K alpha inh	EPAC1 ag	CCT modulator
Cc1ccc2oc(C(=O)N(Cc3nccn3C)C(C)C)c(C)c2c1
    15%	1%	2%[57.1 µM]	-11%	-1%	0	1%	1.2
Cc1cc2ccccc2nc1-c1ccccc1F
    -10%	·	-4%	-6%	-6%	10	-2%	-2.3
COc1ccc(C(=O)N2CCN(c3nc4cc(C)ccc4cc3C#N)CC2)c(OC)c1
    6%	-1%	0%	11%	-2%	-4	-1%	-0.6
CSc1ccc(OC2(C)CCN(Cc3ccc(-c4ccccn4)cc3)C2)cc1 (centres undefined)
    -2%	·	-7%	2%	-3%	-3	-1%	-4.8
O=C(Nc1cccc(OC(=O)c2ccc(Br)o2)c1)c1ccccc1
    9%	1%	-4%	-6%	-5%	-1	9%	-6.5
C[C@]12c3[nH]c4ccc(Cl)cc4c3CCN1C(=O)[C@@H](CC(=O)NCCCn1ccnc1)C[C@@H]2C(=O)N1CCOCC1
    -4%	-3%	2%	6%	-9%	-2	-16%	-1.8
COC(=O)CNC(c1ccccc1)c1cc(C)ccc1NC(=O)c1cccc(Cl)c1 (centres undefined)
    -18%	-3%	-9%	-6%	-4%	-2	-9%	-2.9
Cc1ccc(C2C(C#N)=C(N)Oc3n[nH]c(-c4cccs4)c32)s1 (centres undefined)
    4%	-2%	-5%	4%	?	·	-3%	-3.8
CCN(CC)S(=O)(=O)c1ccc(NC(=O)c2cccnc2Cl)c(NC(=O)c2cccnc2Cl)c1
    -16%	2%	-29%	0%	24µM*	?	8%	-1.8
CCCn1c(N)c(N(CCOC)C(=O)c2ccccc2F)c(=O)[nH]c1=O
    9%	0%	18%	2%	-11%	0	5%	-0.2
CC[C@H](C)C1OC(=O)[C@@H](C)[C@@H](CC)NC(=O)[C@H](C)N(C)C(=O)C(C)(C)C(=O)C(C)NC(=O)[C@H](Cc2ccc(OC)cc2)N(C)C(=O)[C@H](C(C)C)N(C)C(=O)CNC(=O)[C@H](CC(C)C)N(C)C(=O)CNC1=O (some centres undefined)
    -1%	·	-9%	3%	-8%	4	-19%	2.0
COc1ccc(N(CC(C)C)S(=O)(=O)c2nnc(NC(=O)CC(C)C)s2)cc1
    0%	1%	6%	2%	4%	2	-4%	-4.4
Cc1ccc(S(=O)(=O)Nc2ccc(Nc3nccn4c(-c5cccc(OC(F)(F)F)c5)cnc34)cc2)cc1
    1%	·	-21%	3%	-2%	4	-9%	1.4
N#CCCSc1ncnc2c1oc1ccccc12
    17%	-18%	1%	8%	-17%	·	3%	3.2
Cc1ccc(NS(=O)(=O)c2ccc(C(C)(C)C)cc2)cn1
    -1%	1%	8%	9%	1%	-7	-6%	-4.6
Cc1cc(C)n2c(SCC(=O)Nc3cc(S(=O)(=O)N(C)C)ccc3C)nnc2n1
    -6%	-2%	-25%	-1%	-1%	-4	15%	0.7
CC[C@H]1O[C@H](C)CC2=C1C(=O)OC(C)(C)O2
    -17%	·	8%	9%	-5%	0	2%	0.3
c1ccc(CCC2CCCCN2Cc2cn[nH]c2-c2cc3ccccc3o2)nc1 (centres undefined)
    -7%	-2%	-5%	-12%	-1%	3	0%	-1.3
Nc1n[nH]c(-c2ccc(Br)cc2)c1Cl
    9%	2%	-9%	-2%	-1%	4	-8%	0.9
Cc1ccnc(SCC(=O)N2CCN(c3ccccc3)CC2)n1
    0%	0%	4%	0%	-8%	-1	0%	-0.4
